Bioassay records: PubChem, several laboratories
hERG protect = hERG (human) protection from proarrhythmic block; Q12809; CHO-hERG, FluxOR thallium flux, dofetilide IC70 present; activation (rescue from dofetilide block), less the hit threshold, % at 10 µM; hit rate 0.51% among 310,000;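 active means activation above the mean of controls blocked by dofetilide plus 5 SD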;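 further: thallium influx through hERG after potassium depolarization seen as dye fluorescence rise; in these data hits start at about 4.7%; inactives centre near -7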
HDAC3 inh = human HDAC3 inhibition. O15379. recombinant HDAC3, fluorogenic peptide/trypsin coupled, fluorescence. inhibition, % at 8.3 µM. hit rate 0.15% among 320,000. AID 2718; in the data active means inhibition above about 26%, passing the limit was not always enough; inconclusive means no clear call, values can overlap the other calls
Target sequence (O15379 whole entry, looked up): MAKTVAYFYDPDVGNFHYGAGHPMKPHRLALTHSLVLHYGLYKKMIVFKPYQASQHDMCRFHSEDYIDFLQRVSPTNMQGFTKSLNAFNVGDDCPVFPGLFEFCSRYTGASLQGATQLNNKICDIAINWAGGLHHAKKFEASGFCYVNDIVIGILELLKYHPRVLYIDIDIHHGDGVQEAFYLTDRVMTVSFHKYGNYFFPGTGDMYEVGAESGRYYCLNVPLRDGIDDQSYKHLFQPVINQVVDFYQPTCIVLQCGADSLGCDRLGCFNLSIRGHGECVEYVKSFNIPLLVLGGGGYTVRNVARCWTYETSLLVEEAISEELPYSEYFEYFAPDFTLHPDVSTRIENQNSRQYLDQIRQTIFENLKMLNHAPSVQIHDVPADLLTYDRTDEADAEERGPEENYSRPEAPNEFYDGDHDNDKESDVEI
TMEM16A inh = mouse TMEM16A channel inhibition, primary screen. Q8BHY3. HEK293 TMEM16A/YFP iodide influx fluorescence, ionomycin. normalized B-score (activity score, 25-100; higher = stronger inhibition) at 10 µM. hit rate 1.2% among 310,000. AID 588511;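 active means ratio plate-corrected score three or more library SD toward inhibition, starting fluorescence score within five deviations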;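 further: score derived from kinetic fluorescence span divided by baseline fluorescence per well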
TMEM16A act = mouse TMEM16A channel activation, primary screen. Q8BHY3. B-score at 10 µM. HEK293 TMEM16A/YFP-H148Q/I152L, iodide quench fluorescence; hits give low values. hit rate 0.3% among 340,000;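 active means fluorescence-ratio B-score plate-corrected deviation score at least 3 library SD below zero, with starting fluorescence score within 5 deviations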;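 further: channel opened by trigger with iodide after compound preincubation; score built on the fluorescence ratio of max minus min over baseline; more negative score means more quench and so TMEM16A activation or potentiation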
KCNQ1 pot = potentiators or activators of human KCNQ1 potassium channel | hit rate 0.35% among 310,000 | CHO-K1 KCNQ1, thallium flux FluxOR fluorescence; hits give high values | B-score at 10 µM | P51787;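 active means fluorescence ratio B-score, a plate-corrected score, at least three library SD, with initial intensity B-score within 5 SD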
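Assay system: CHO-K1 cells stably expressing KCNQ1. Medium: assay buffer for compound exposure, DMSO matched across wells. Timing: 37 °C overnight plating, 90-min dark dye load, 20-min compound pretreatment. Signal: kinetic FluxOR fluorescence, 10 s baseline plus 110 s post-stimulus.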
TRPC4 agonist = TRPC4 (mouse) channel activation; B-score at 10 µM; hit rate 0.49% among 310,000; HEK293 TRPC4beta/mu-opioid, Fluo4 calcium fluorescence; hits give high values;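 active means B-score above 5 SD of library B-scores, and initial fluorescence ratio not above library mean plus 5 SD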;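 further: positive B-score marks a calcium rise read as TRPC4 activation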
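Assay system: HEK293 cells stably co-expressing mouse TRPC4beta and mu-opioid receptor / Timing: Fluo4 dye loading 45 min at room temperature, 110 s recording / Signal: Fluo4 calcium-sensitive dye fluorescence, kinetic, 1 Hz baseline / Read-out: integrated baseline-normalised fluorescence ratio, converted to per-well B score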
KCNK9 inh = human KCNK9 channel inhibition; Q9NPC2; HEK293 KCNK9, FluxOR thallium flux fluorescence; hits give low values; B-score at 10 µM; hit rate 1.2% among 310,000; AID 488922;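 active means ratio B-score over 3 SD below the library mean, with starting fluorescence within 5 SD of its mean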;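 further: negative B-score means less thallium flux so channel inhibition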
TRPC4 potent = TRPC4 (mouse) allosteric potentiation; Q9QUQ5; HEK293 TRPC4beta/mu-opioid, DAMGO EC20, Fluo-4 Ca2+ flux; hits give high values; B-score at 10 µM; hit rate 0.42% among 310,000;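 active means B-score of calcium response area above 5 SD of library B-scores, with initial fluorescence ratio within 5 SD of library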;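 further: B-score of integrated fluorescence ratio over time as area under calcium response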
KCNQ1 inh = human KCNQ1 channel inhibition. P51787. CHO-K1 KCNQ1, FluxOR thallium flux fluorescence; hits give high values. B-score at 10 µM. hit rate 1.3% among 310,000;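 active means compounds whose thallium flux B-score, printed positive for inhibition, exceeds three library SD while starting fluorescence stays within three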;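 further: channel opened by potassium depolarization with thallium stimulus after 20 min compound exposure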
KCNK3 inh = human KCNK3 channel inhibition, primary screen. O14649. CHO-KCNK3 thallium flux, FluxOR fluorescence; hits give low values. B-score at 10 µM. hit rate 0.84% among 340,000. AID 602410;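 active means B-score under library mean minus 4 SD, starting fluorescence ratio at most library mean plus 5 SD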;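 further: more negative B-score means stronger inhibition of thallium flux through KCNK3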
Target sequence (O14649 whole entry, looked up): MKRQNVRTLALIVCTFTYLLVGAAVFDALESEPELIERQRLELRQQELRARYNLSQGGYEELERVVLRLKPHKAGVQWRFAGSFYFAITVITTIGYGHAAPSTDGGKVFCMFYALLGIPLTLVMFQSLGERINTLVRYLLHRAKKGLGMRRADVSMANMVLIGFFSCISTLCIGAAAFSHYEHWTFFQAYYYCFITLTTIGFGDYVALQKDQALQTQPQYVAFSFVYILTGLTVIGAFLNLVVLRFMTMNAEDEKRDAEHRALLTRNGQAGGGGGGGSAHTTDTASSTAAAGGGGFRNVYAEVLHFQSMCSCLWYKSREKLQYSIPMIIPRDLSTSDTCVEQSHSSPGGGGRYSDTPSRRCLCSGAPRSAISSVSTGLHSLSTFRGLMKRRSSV
DYRK1A inh = blocks rat Dyrk1A kinase activity. AID 504441. hit rate 0.43% among 310,000. inhibition, % at 12.5 µM. ADP-Glo luminescence, NFATc1 peptide; in the data active means inhibition above about 50%;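 further: plate controls were vehicle with enzyme for no effect and no enzyme for full effect; many of its hits are not listed in these tables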
An asterisk follows results filed as active; i = inactive; ? = inconclusive; nt = not tested or not shown. Some of the compounds tested, so the mix of outcomes need not match the whole.

SMILES	hERG protect	HDAC3 inh	TMEM16A inh	TMEM16A act	KCNQ1 pot	TRPC4 agonist	KCNK9 inh	TRPC4 potent	KCNQ1 inh	KCNK3 inh	DYRK1A inh
Cc1ccc(C2CC(c3cccs3)=NN2C(=O)CSC2=NCCS2)cc1 (configuration not stated)	-8	-1	i	i	i	i	i	i	i	i	0
COc1ccc(CC(=O)Nc2nn(C)c3nc4c(C)cccc4cc23)cc1	-12	-12	i	i	i	i	i	i	i	i	nt
COc1cc(NC(=O)C2CCCCC2)c(OC)cc1NC(=O)CCC(=O)NCc1ccco1	-20	10	i	i	i	i	i	i	i	i	1
COc1ccc(NC(=O)c2nc(S(=O)(=O)Cc3cccc(C)c3)ncc2Cl)c(OC)c1	2	-2	i	i	i	i	i	i	i	i	1
CSc1c(C#N)c(N)nc2sc(C(=O)c3ccc(Cl)c(Cl)c3)c(N)c12	-7	-10	i	nt	i	i	i	i	i	nt	nt
COc1ccc(CNC(=S)Nc2ccc3nc(N4CCOCC4)cc(C)c3c2)cc1	-5	-5	i	i	i	i	i	i	i	i	5
Cc1nc(SC(C)C(=O)c2c(N)n(C)c(=O)n(C)c2=O)c2c(C)c(C)sc2n1 (configuration not stated)	-6	9	i	i	14*	i	i	i	i	i	17
CCC(OC(=O)c1nsc(Cl)c1Cl)C(=O)NCc1cccs1 (configuration not stated)	-8	3	i	i	i	i	i	i	i	i	6
CCOC(=O)c1ccccc1N=Cc1c(O)c2ccccc2oc1=O	-3	0	i	i	i	i	i	i	i	i	-2
Cc1ccc(NC(=O)CCSc2nnnn2-c2ccc3c(c2)OCO3)cc1C	-6	5	i	i	i	i	i	i	i	i	0
O=C(c1ccc(Cl)cc1)N1CCC(O)(CSc2ccc(Cl)cc2)CC1	-11	3	i	i	i	i	i	i	i	i	0
O=C(NCC(=O)N1CCN(c2ccccc2O)CC1)c1ccccc1	-6	1	i	i	i	i	i	i	i	i	-3
CC(C)(C)NC(=S)NNC(=O)c1ccncc1	-10	0	i	i	i	i	i	i	i	i	-3
CCOc1ccc(NS(=O)(=O)c2ccc(C(=O)NCc3ccncc3)cc2)cc1	-15	-2	i	i	i	i	i	i	i	i	7
OCCCCNCc1ccc(OCc2ccccc2)cc1	-1	7	i	i	i	i	i	i	i	i	-5
O=C(O)c1csc(-c2ccc(Cl)cc2)n1	0	1	i	i	i	i	i	i	i	i	8
CC(Oc1ccc(Cl)cc1Cl)C(=O)NNC(=O)C(=O)N1CCCC1 (configuration not stated)	-3	-3	i	i	i	i	i	i	i	i	4
S=C(Nc1ccccc1Cl)NC1CC2CCCC(C1)N2C1CC1 (configuration not stated)	-6	1	i	i	i	i	i	i	i	i	-5
CC(C)OC(=O)CN1CCN(c2ccc(Cl)cc2)CC1	-9	-4	i	i	i	i	i	i	i	i	-65
CCOC(=O)N1CCN(C(=O)CSCc2ccc(Cl)cc2)CC1	-7	-5	i	i	i	i	i	i	i	i	-2
CC(C)=Cc1c(O)nc2ccccn2c1=O	-2	3	i	i	i	i	i	i	i	i	2
c1ccc(-c2cc(-c3ccccc3)n3ncnc3n2)cc1	-9	-20	i	i	i	i	i	i	i	i	8
Cc1cc(OCC(=O)N(C)C2CCCCC2)ccc1Cl	-5	-3	i	i	i	i	i	i	i	i	4
CSc1nc(NCc2ccco2)c2c3c(sc2n1)CN(C)CC3	-17	-5	i	nt	i	64*	i	i	i	nt	nt
CC(=O)N1c2c(cc(Br)cc2S(=O)(=O)Nc2c(C)n(C)n(-c3ccccc3)c2=O)CC1C (configuration not stated)	-11	0	i	i	i	i	i	i	i	i	-8
CCOc1ccc(S(=O)(=O)Nc2nc3ccc(OC)cc3s2)cc1	-13	5	i	i	i	i	i	i	i	i	0
COc1cc(OC)cc(C(=O)N[C@H](C(=O)OCn2nnc3ccccc3c2=O)C(C)C)c1	-11	-3	i	i	i	i	i	i	i	i	nt
O=C(CCn1nnc2ccccc2c1=O)NCC1CCC(C(=O)O)CC1 (configuration not stated)	-9	-5	i	i	i	i	i	i	i	i	9
COc1cc(OC)nc(NC(=O)CSc2nc3ccccc3o2)n1	-5	-6	i	i	i	i	i	i	i	i	3
CCN(CC)c1ccc(S(=O)(=O)N2CCOCC2)cc1NC(=O)c1cc(=O)c2ccccc2o1	-15	-3	i	i	i	i	i	i	i	i	-8
CCCNC(=S)N1CCC(C(=O)c2ccc3c(c2)OCCO3)CC1	-4	-3	i	i	i	i	i	i	i	i	-4
COc1cc(/C=C2\SC(=Nc3ccccc3)N(Cc3ccco3)C2=O)ccc1OC(C)C(=O)O (configuration not stated)	-10	2	i	i	i	i	i	i	i	i	-4
CCN(CC(=O)Nc1sc2c(c1C#N)CCC(C)C2)CC(=O)NC1CCS(=O)(=O)C1 (configuration not stated)	-12	2	i	i	i	i	i	i	i	i	-21
Cc1[nH]c2ccccc2c1C(=O)C(=O)N1CCN(c2ccccc2Cl)CC1	-12	0	i	i	i	i	i	i	i	i	0
Nc1nc(N)nc(COc2ccccc2)n1	-8	4	i	i	i	i	i	i	i	i	0
COC(=O)c1n[nH]c2ccccc12	-4	-19	i	i	i	i	i	i	i	i	24
Cc1ccc(CS(=O)(=O)c2cn(CC(=O)N3CCOCC3)c3ccccc23)cc1	-10	3	i	i	i	i	i	i	i	i	0
COc1ccc(/C(O)=C2/C(=O)C(=O)N(c3ncccn3)C2c2ccc(OC)c(OC)c2)cc1 (configuration not stated)	-2	nt	i	i	i	i	i	i	i	i	10
Cc1nc(C/C(=N\Nc2ccccc2)c2ccc(O)cc2O)cs1	-10	?	i	i	i	i	i	i	i	i	3
O=C(CSc1nnc2n(C3CCCC3)c(=O)c3ccccc3n12)N1CCCCCC1	-9	4	i	i	i	i	i	i	i	i	5

For convenience, 3 of the compounds above.
SMILES	hERG protect	HDAC3 inh	TMEM16A inh	TMEM16A act	KCNQ1 pot	TRPC4 agonist	KCNK9 inh	TRPC4 potent	KCNQ1 inh	KCNK3 inh	DYRK1A inh
CC(C)=Cc1c(O)nc2ccccn2c1=O	-2	3	i	i	i	i	i	i	i	i	2
c1ccc(-c2cc(-c3ccccc3)n3ncnc3n2)cc1	-9	-20	i	i	i	i	i	i	i	i	8
Cc1cc(OCC(=O)N(C)C2CCCCC2)ccc1Cl	-5	-3	i	i	i	i	i	i	i	i	4

The listing continues.
SMILES	hERG protect	HDAC3 inh	TMEM16A inh	TMEM16A act	KCNQ1 pot	TRPC4 agonist	KCNK9 inh	TRPC4 potent	KCNQ1 inh	KCNK3 inh	DYRK1A inh
COc1ccc(S(=O)(=O)NC2CC(=O)N(c3ccccc3)C2)cc1C (configuration not stated)	-7	0	i	i	i	i	i	i	i	i	7
Nc1nc(NCCOCCO)nc(NC2CCCCC2)c1[N+](=O)[O-]	-1	-1	i	i	i	i	i	i	i	i	20
Cc1oc(C(C)(C)C)cc1C(=O)Nc1ccc2c(c1)OCO2	-4	3	i	i	i	i	i	i	i	i	nt
C(=N\Nc1nn2cnnc2c2ccccc12)/c1ccco1	-3	1	i	i	i	i	i	i	i	i	30
O=C(/C=C/c1ccccc1)NC(N1CCOCC1)C(Cl)(Cl)Cl (configuration not stated)	-10	3	i	i	i	i	i	i	i	i	-4
CCN(CC)S(=O)(=O)c1ccc(N2CCOCC2)c(NC(=O)c2cc(=O)[nH]c3ccccc23)c1	-23	?	i	i	i	i	i	i	i	i	1
O=C1OC(c2ccc(Cl)cc2)/C(=C(/O)c2ccccc2)C1=O (configuration not stated)	-11	9	i	i	i	i	i	i	i	i	-1
O=C1CC(N2CCSCC2)C(=O)N1c1cccc(Cl)c1 (configuration not stated)	-1	1	i	i	i	i	i	i	i	i	11
Cc1cc(Nc2ccccc2Cl)n2nnnc2n1	-3	0	i	i	i	i	i	i	i	i	-14
CC12CS(=O)(=O)CC1SC(=S)N2Cc1ccccc1 (configuration not stated)	-6	0	i	i	i	i	i	i	i	i	-15
Cc1nnc(SC(C)C(=O)Nc2ncc(Cl)cc2Cl)n1Cc1ccccc1 (configuration not stated)	-8	1	i	-20*	i	i	i	i	i	i	5
CC(C)CCNc1nc(N)c([N+](=O)[O-])c(NC2CCCCC2)n1	-1	-9	i	i	i	i	i	i	i	i	-3
Cc1cc(C)c(S(=O)(=O)NCc2csc(C)n2)c(C)c1	-4	2	i	i	i	i	i	i	i	i	14
CCN(CC)CCNC(=O)c1ccc(NC(=O)c2ccc(C(=O)c3ccccc3)cc2)cc1	-14	2	i	i	i	i	i	i	i	i	-8
COc1cc(C)c(CN2CCC(n3nccc3NC(=O)C3CC3)CC2)cc1C	-9	-8	i	i	i	i	i	i	i	i	-5
Cc1ccc(C(C)C)c(OCCNC(=O)c2cncc(Br)c2)c1	-10	8	i	i	i	i	i	i	i	i	13
O=C(NCc1ccccc1F)C(=O)NCC1CCCN1S(=O)(=O)c1cccs1 (configuration not stated)	-16	-4	i	i	i	i	i	i	i	i	-8
C=CCn1c(=O)c2c(nc3n2CCN3c2cccc(Cl)c2C)n(C)c1=O	-7	1	i	i	i	i	i	i	i	i	3
CC(C)Oc1ccccc1/C=N/NC(=O)C1CC1	1	-3	i	i	i	i	i	i	i	i	nt
O=C(CNc1ccccc1)N/N=C/c1ccc([N+](=O)[O-])o1	-2	11	i	i	i	i	i	i	i	i	1

The last 2 entries of the part above open the next one.
SMILES	hERG protect	HDAC3 inh	TMEM16A inh	TMEM16A act	KCNQ1 pot	TRPC4 agonist	KCNK9 inh	TRPC4 potent	KCNQ1 inh	KCNK3 inh	DYRK1A inh
CC(C)Oc1ccccc1/C=N/NC(=O)C1CC1	1	-3	i	i	i	i	i	i	i	i	nt
O=C(CNc1ccccc1)N/N=C/c1ccc([N+](=O)[O-])o1	-2	11	i	i	i	i	i	i	i	i	1
CCN1CCN(c2nn3c(=O)c4ccccc4nc3c3ccccc23)CC1	-5	3	i	i	i	i	i	i	i	i	7
COc1ccc(CCNC(=O)CS(=O)Cc2nc(-c3ccccc3F)oc2C)cc1OC (configuration not stated)	-7	4	i	i	i	i	i	i	i	i	-6
Cc1nc2c(C)cccn2c1C(=O)N/N=C/c1ccccc1[N+](=O)[O-]	-4	2	i	i	i	i	i	i	i	i	-2
CC(=O)/C(C#N)=C1\NC(=O)C(Cc2ccccc2)S1 (configuration not stated)	-8	10	i	i	i	i	i	i	i	i	-2
CS(=O)(=O)c1ccc(-c2nnn(CC(=O)N3CCCCC3)n2)cc1	-5	-2	i	i	i	i	i	i	i	i	-6
COC(=O)COc1ccc(C(=O)Cn2c(NCCCO)nc3ccccc32)cc1	-17	-1	i	i	i	i	i	i	i	i	6
